Screening results as filed in PubChem BioAssay.
GCN5L2 inh: inhibitors of human GCN5L2 histone acetyltransferase; Q92830; GCN5L2 HAT assay, ThioGlo1 CoA-SH fluorescence; Potency, µM (top dose mostly 58.9 µM), for inactives: top-dose activity change, negative = inhibition, actives largely listed as inhibitors; 390,000 compounds, 0.21% hits
Target sequence (Q92830 whole entry, looked up): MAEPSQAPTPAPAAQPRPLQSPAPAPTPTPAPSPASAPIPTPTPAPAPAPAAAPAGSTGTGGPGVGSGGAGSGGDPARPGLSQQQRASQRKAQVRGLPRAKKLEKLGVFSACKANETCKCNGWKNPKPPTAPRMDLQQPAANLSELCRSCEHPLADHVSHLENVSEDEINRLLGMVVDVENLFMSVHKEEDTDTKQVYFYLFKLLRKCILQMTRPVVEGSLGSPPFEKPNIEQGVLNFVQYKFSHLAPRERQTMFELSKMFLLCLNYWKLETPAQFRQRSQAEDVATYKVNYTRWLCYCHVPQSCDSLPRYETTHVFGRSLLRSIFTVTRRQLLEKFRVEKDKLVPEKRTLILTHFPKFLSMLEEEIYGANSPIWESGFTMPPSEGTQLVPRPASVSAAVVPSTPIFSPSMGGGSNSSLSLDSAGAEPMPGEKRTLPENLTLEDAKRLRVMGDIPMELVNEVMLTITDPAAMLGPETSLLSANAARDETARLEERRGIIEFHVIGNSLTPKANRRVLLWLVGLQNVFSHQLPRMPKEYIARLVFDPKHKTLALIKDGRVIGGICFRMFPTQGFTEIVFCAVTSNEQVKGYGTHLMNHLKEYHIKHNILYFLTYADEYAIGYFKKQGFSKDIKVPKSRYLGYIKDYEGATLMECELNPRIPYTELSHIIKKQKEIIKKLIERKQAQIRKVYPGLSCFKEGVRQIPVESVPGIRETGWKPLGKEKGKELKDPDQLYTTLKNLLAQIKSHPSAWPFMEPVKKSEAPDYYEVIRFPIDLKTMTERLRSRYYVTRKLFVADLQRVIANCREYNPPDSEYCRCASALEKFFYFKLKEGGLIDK
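Compounds, pin-transferred from DMSO stocks, meet 20nM GCN5L2 for 15 min before the reaction begins with H3(1-25) peptide (75uM) and acetyl-CoA (70uM). Thiol-reactive ThioGlo1 reports CoA release over 20 min at room temperature.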
DT40 TDP1 CPT: growth inhibition of DT40 Tdp1-/-;hTDP1 cells with camptothecin (screen for TDP1 inhibitors); chicken DT40 Tdp1-/-;hTDP1 cells + 20 nM CPT, ATP luminescence, 48 h; Potency, µM (titrated, usually from 46.2 µM), inactives show at the highest dose activity change, negative = growth inhibition, hits mostly inhibitors; 420,000 compounds, 12% hits; further: nearly all actives have a fitted effect of over 55% in size
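Chicken DT40 Tdp1-/- cells stably complemented with human TDP1 were seeded at 400 cells/well in medium containing 20 nM camptothecin, exposed to pin-transferred compounds, and grown at 37 °C for at least 48 hr. Viability was read as ATP luminescence.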
DT40 TDP1 no CPT: qHTS for Inhibitors of human tyrosyl-DNA phosphodiesterase 1 (TDP1): qHTS in cells in absence of CPT; DT40 Tdp1-/- hTDP1 cells, no CPT, ATP luminescence, 48 h; Potency, µM (top dose mostly 46.2 µM), for inactives: top-dose activity change, negative = growth inhibition, actives largely listed as inhibitors; 420,000 compounds, 15% hits; AID 686978, 2013; further: nearly all actives have a fitted effect of over 55% in size
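Camptothecin absent (DMSO only). Human TDP1-complemented DT40 knockout cells, 400 cells/well, 37 °C for minimum 48 hr; ATP measured via CellTiter-Glo, 30 min dark incubation, luminescence.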
* marks the source's active call; other numbers are inactive results; ? = inconclusive; . = no result given; & = joins results of further samples; [ ] = dose if it differs, or a comment. The call rests on the fitted dose curve; in most records, active means well fitted curve in the direction sought with a large enough effect; inconclusive means small, poorly fitted or top-dose-only effect, or another doubt; inactive means no such curve, though single readings can be large; an effect the other way counts as inactive or inconclusive. On the % scale 0 is the no-effect control and ±100 the full control effect; potency means the concentration at half of the fitted maximal effect. A portion of the library; count on the stated rates, not on these rows.

SMILES	GCN5L2 inh	DT40 TDP1 CPT	DT40 TDP1 no CPT
CC(Oc1ccccc1Cl)C(=O)/C=C/N(C)C (centres undefined)	-1%	5%	2%
Cc1cc(NC(=O)CC#N)n(-c2ccccc2)n1	-7%	-3%	9%
CCCCNC(=O)c1nc2ncc(Br)cn2n1	0%	2%	2%
O=C(CN1CCCc2ccccc21)N1CCc2ccccc21	-4%	16µM*	?
CCOC(=O)Cc1cnc(NC(=O)CSc2nc(C)cc(C)n2)s1	-4%	-4%	?
Cc1nc(CCNC(=O)CC2C(=O)NCCN2Cc2ccccc2F)sc1C (centres undefined)	3%	6%	-1%
Cc1ccc(NC(=O)C(=O)NCc2ccc(/C=C(/C#N)C(=O)NCc3cccnc3)o2)cc1	-12%	?	-22%
Cc1cn(CCC(=O)Nc2ccccc2N2CCOCC2)c2ccccc12	-21%	-28%	?
C=CCn1c(C2CC(=O)N(c3ccc(C)cc3)C2)nc2ccccc21 (centres undefined)	-2%	?	?
O=C(NCCCN1CCCCC1)C1CCC(=O)N1CCc1ccccc1 (centres undefined)	-23%	-31%	-8%
CC(C)OC(=O)/C(=C\c1cccnc1)NC(=O)c1ccccc1	-7%	-3%	-4%
Cc1cc(/C=C\c2ccccc2)nc2ccccc12	-10%	-7%	-23%
O=C(CSc1nnc(-c2ccc(F)cc2)o1)N1CCCCC1	-2%	1%	-9%
CC1/C(=N/O)C(CN(C)C)C2CC1C2(C)C (centres undefined)	1%	-4%	-4%
COc1ccc(Oc2ncc3nc(-c4ccc(F)cc4)c(=O)n(C[C@H]4CCCO4)c3n2)cc1	-17%	5%	-5%
CC(C)(C)OC(=O)NC(Cc1ccccc1)C(=O)N1CCC(C(=O)NCC(=O)Nc2ccc(F)cc2)CC1 (centres undefined)	-6%	-26%	-11%
CCc1ccc(C(O)c2ncc(-c3cccc(C(F)(F)F)c3)[nH]2)cc1 (centres undefined)	.	?	23µM*
CC(N=Cc1nc(-c2ccccc2)oc1O)c1ccccc1 (centres undefined)	-7%	?	?
CC(=O)c1cccc(NC(=O)CSc2nc(=O)n(CCN3CCOCC3)c3c2CCC3)c1	-5%	1%	-3%
COCC1CCCN(C(=O)c2ccc3oc(Cc4ccc(Cl)cc4)nc3c2)C1 (centres undefined)	-31%	23µM*	8.2µM*
COc1ccccc1Nc1nc(-c2ccccc2Cl)c2cc(Br)ccc2n1	19%	3.7µM*	2.3µM*
COC(=O)C1=NN(C(=O)c2ccccc2)C(C)(O)C1 (centres undefined)	-1%	?	23µM*
O=C(CCc1nnc(Cc2ccc(-c3ccccc3)cc2)o1)NCCc1cccnc1	-4%	?	18µM*
N=c1c2c(-c3ccccc3)c(-c3ccccc3)n(Cc3ccccc3)c2ncn1CCCO	-13%	10µM*	18µM*
O=C(COC(=O)c1ccc([N+](=O)[O-])cc1)NCCC1=CCCCC1	1%	-14%	17%
Next section:
SMILES	GCN5L2 inh	DT40 TDP1 CPT	DT40 TDP1 no CPT
C[C@]12c3[nH]c4ccc(Cl)cc4c3CCN1C(=O)[C@@H](CC(=O)NCCc1ccccn1)C[C@@H]2C(=O)N1CCOCC1	-1%	?	-29%
COc1cccc(NC(=O)C(OC(=O)c2ccccc2NS(=O)(=O)c2cccs2)c2ccccc2)c1 (centres undefined)	-19%	-13%	-29%
CC1CN(c2ccc(NC(=S)Nc3ccc(N4CC(C)OC(C)C4)cc3)cc2)CC(C)O1 (centres undefined)	-19%	?	?
CSc1ccc(C2C(C#N)=C(N)Oc3cc4c(cc32)OCO4)cc1 (centres undefined)	.	21µM*	?
CCOc1cccc(CNCCCSc2ncccn2)c1	-3%	4.6µM*	15µM*
O=C(CN1C(=O)/C(=C\C=C\c2ccccc2)SC1=S)Nc1ccc(F)cc1	-1%	-30%	-7%
Cc1ccccc1C(=O)NNC(=O)CCC(=O)Nc1cccc(Cl)c1C	-2%	-3%	-21%
COC(=O)c1ccc(NC(=O)CN(c2ccc(C)cc2)S(=O)(=O)c2c(C)nn(C)c2C)cc1	-10%	-1%	-19%
C=Cc1ccc(S(=O)(=O)O)cc1	4%	2%	-12%
Nc1ccc2nc3c(=O)[nH]c(=S)[nH]c3nc2c1	?	?	-14%
O=C(Nc1ccccc1)Nc1ccccn1	-5%&4%	-6%	-12%
COCCN(C(=O)CNC(=O)c1cccs1)C(C(=O)NC(C)(C)C)c1ccccc1 (centres undefined)	3%	-3%	17%
COc1ccc2cc(S(=O)(=O)n3cnc(C)c3)ccc2c1	-4%	?	-16%
Cc1cc(C)cc(C(=O)NC(CC(N)=O)c2ccc(NC3CCCC3)c([N+](=O)[O-])c2)c1 (centres undefined)	1%	2%	-10%
CN(C)c1ccc(-c2noc(C3CCN(C(=O)Nc4ccc(Cl)cc4)CC3)n2)cc1	-1%	?	?
COc1ccc(CNC(=O)COC(=O)CC(NC(N)=O)c2ccc(Cl)cc2)cc1OC (centres undefined)	-9%	-1%	-24%
Cc1ccc(S(=O)(=O)N2CCCOC2CNC(=O)C(=O)NCCc2c[nH]c3ccccc23)cc1 (centres undefined)	-4%	15µM*	18µM*
CC(C)c1ccc(/C=C/C(=O)NCCCc2ccccc2)cc1	-13%	?	?
O=C(/C=C/c1ccc(Cl)cc1Cl)c1nc2ccccc2[nH]1	0%	12µM*	?
CN1C(=O)c2ccccc2Sc2ccc(NC(=O)Cc3ccc(Cl)cc3)cc21	-4%	?	16µM*
CC(C)c1ccc(N(CC(=O)O)S(=O)(=O)c2cccnc2)cc1	2%	?	6%
CC(=O)Nc1ccc(C(=O)OCc2ccccc2Br)cc1	-6%	-12%	?
O=C1CC(Cc2ccc(Cl)cc2)C(=O)N1c1cc(Cl)ccn1 (centres undefined)	-4%	13%	5%
CC(=O)N1CCc2cc(CNS(=O)(=O)c3cccs3)ccc21	-14%	0%	-1%
Cc1ccc2c(O)c(C)c(=O)[nH]c2n1	-4%	-2%	-19%

Laid out differently: 5 of the compounds above
Below each SMILES – GCN5L2 inh	DT40 TDP1 CPT	DT40 TDP1 no CPT
CSc1ccc(C2C(C#N)=C(N)Oc3cc4c(cc32)OCO4)cc1 (centres undefined)
    .	21µM*	?
CC(=O)Nc1ccc(C(=O)OCc2ccccc2Br)cc1
    -6%	-12%	?
CCOc1cccc(CNCCCSc2ncccn2)c1
    -3%	4.6µM*	15µM*
C=Cc1ccc(S(=O)(=O)O)cc1
    4%	2%	-12%
CC(C)c1ccc(N(CC(=O)O)S(=O)(=O)c2cccnc2)cc1
    2%	?	6%

Structural class, those above with bromine.
SMILES	GCN5L2 inh	DT40 TDP1 CPT	DT40 TDP1 no CPT
CCCCNC(=O)c1nc2ncc(Br)cn2n1	0%	2%	2%
COc1ccccc1Nc1nc(-c2ccccc2Cl)c2cc(Br)ccc2n1	19%	3.7µM*	2.3µM*
CC(=O)Nc1ccc(C(=O)OCc2ccccc2Br)cc1	-6%	-12%	?

Later entries:
SMILES	GCN5L2 inh	DT40 TDP1 CPT	DT40 TDP1 no CPT
CCN(C(=O)CSc1nnc(-c2cc(OC)c(OC)c(OC)c2)o1)c1ccccc1	-30%	15µM*	5.8µM*
COc1ccc(CCNC(=O)CSc2nnc3ccc(-c4ccccn4)nn23)cc1OC	-12%	1%	?
N#CC1(NC(=O)COC(=O)C23CC4CC(CC(O)(C4)C2)C3)CCCCC1	?	8%	12%
CCCCN1CC(C)(C)[C@H](CC(=O)Nc2ccccc2)C1=O	.	0%	-14%
Fc1ccc(-c2nc3c(-c4ccc(Cl)cc4)cnn3cc2CCN2CCOCC2)cc1	-3%	11%	-4%
CCOC(=O)c1cccc(NC(=O)C2CCCN(c3nnc(C)c4c(C)n(-c5ccccc5)nc34)C2)c1 (centres undefined)	2%	13µM*	9.2µM*
N#Cc1ccc(C(=O)OCCc2cc3ccccc3c(=O)o2)cc1	-1%	2%	-16%
Cc1ccc(C(=O)CC(=O)c2ccccc2C)c(O)c1	-27%	2.6µM*	2.3µM*
Cc1ccc(C(=O)N2CC=C(c3ccccc3)CC2)s1	-13%	-16%	-9%
CN(Cc1ccco1)c1ccnc(-c2cccc(C#N)c2)n1	-24%	?	?
COCCCNC(=O)Cc1c(C)c2c(cc(C)c3c(C)c(C)oc32)oc1=O	-20%	?	13µM*
NC(=O)c1ccsc1NC(=O)COC(=O)c1cccnc1Cl	0%	13%	-10%
CCc1cccc(C)c1NC(=S)N(CCN(C)C)C(C)c1ccco1 (centres undefined)	-1%	18µM*	?
CC1(C)CC2/C(CO)=C/C=C/[C@](C)(O)CC[C@]21O (some centres undefined)	5%	10%	-5%
COc1ccc(CC(=O)Nc2ccc(-c3nc4ccccc4s3)c(C)c2)cc1OC	-5%	?	26µM*
Cc1ccc(S(=O)(=O)Cc2ccccc2Cl)cc1	17%	?	21µM*
O=C(O)c1cccnc1Cl	1%	3%	20%
CCO[C@@H]1OC(C(=O)NCc2ccccc2)=C[C@H](c2coc3ccccc3c2=O)[C@H]1CCCO	2%	-14%	-11%
CCOC(=O)c1[nH]c2ccccc2c1NC(=O)c1ccc(S(=O)(=O)N2CCOCC2)cc1	-2%	?	?
O=C(CSc1nc2ccccc2c(=O)n1Cc1ccc(F)cc1)NCC1CCCO1 (centres undefined)	-3%	-25%	?
Cc1c(C)c2ccc(OCC(=O)Nc3ccccn3)cc2oc1=O	-13%	2%	-9%
O=C(NCc1ccccc1)c1cccc(Br)n1	-27%[88.6 µM]	?	?
CSc1nc(N)nc2c1ncn2CC(=O)NCc1ccc2[nH]ccc2c1	0%	?	?
NC(=O)c1cc2ccccc2o/c1=N/NC(=O)c1cccc(F)c1	35%[activator]	-23%	?
COCCCNC(=S)Nc1ccc(CC(=O)O)cc1	0%	-8%	-25%
O=C(Cc1cccs1)NC1CC(=O)N(c2ccc(F)cc2)C1 (centres undefined)	-9%	-8%	4%

Five neighbouring records from above, for reference:
SMILES	GCN5L2 inh	DT40 TDP1 CPT	DT40 TDP1 no CPT
CCCCN1CC(C)(C)[C@H](CC(=O)Nc2ccccc2)C1=O	.	0%	-14%
Fc1ccc(-c2nc3c(-c4ccc(Cl)cc4)cnn3cc2CCN2CCOCC2)cc1	-3%	11%	-4%
CCOC(=O)c1cccc(NC(=O)C2CCCN(c3nnc(C)c4c(C)n(-c5ccccc5)nc34)C2)c1 (centres undefined)	2%	13µM*	9.2µM*
N#Cc1ccc(C(=O)OCCc2cc3ccccc3c(=O)o2)cc1	-1%	2%	-16%
Cc1ccc(C(=O)CC(=O)c2ccccc2C)c(O)c1	-27%	2.6µM*	2.3µM*
